Assay outcomes deposited in PubChem BioAssay by National Center for Advancing Translational Sciences (NCATS).
FEN1 inhibitor: inhibitors of human flap endonuclease 1. P39748. Recombinant FEN1 flap cleavage, fluorescence, 15 min. Potency, µM (highest dose often 114 µM), for inactives: top-dose activity change, negative = inhibition, usual class: inhibitors. 390,000 tested, 0.35% active; note: nearly all actives have a fitted effect of over 65% in size
Target sequence (P39748 whole entry, looked up): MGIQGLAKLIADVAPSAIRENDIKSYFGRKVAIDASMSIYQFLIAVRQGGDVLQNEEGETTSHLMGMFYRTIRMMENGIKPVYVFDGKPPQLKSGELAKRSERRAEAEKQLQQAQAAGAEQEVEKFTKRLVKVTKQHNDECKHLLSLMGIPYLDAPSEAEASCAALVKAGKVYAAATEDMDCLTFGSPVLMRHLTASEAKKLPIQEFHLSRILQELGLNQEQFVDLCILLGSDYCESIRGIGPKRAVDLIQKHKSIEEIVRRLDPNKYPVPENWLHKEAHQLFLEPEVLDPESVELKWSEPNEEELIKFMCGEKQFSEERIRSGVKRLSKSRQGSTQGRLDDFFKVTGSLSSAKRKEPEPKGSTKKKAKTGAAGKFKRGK
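FEN1 at 10 nM, compound pretreatment for 15 min (room temperature), 50 nM final substrate to initiate; endpoint reads at 0 and 15 min; DMSO-only plates used as vehicle background.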
TDP1 block: inhibitors of human tyrosyl-DNA phosphodiesterase TDP1; recombinant TDP1, AlphaScreen DNA substrate cleavage; 350,000 tested, 0.28% active; AID 485290; Potency, µM (doses to about 130 µM), without a hit: at the highest dose activity change, negative = inhibition, most hits filed as inhibitors; note: nearly all actives have a fitted effect of over 40% in size
Target sequence (Q9NUW8 whole entry, looked up): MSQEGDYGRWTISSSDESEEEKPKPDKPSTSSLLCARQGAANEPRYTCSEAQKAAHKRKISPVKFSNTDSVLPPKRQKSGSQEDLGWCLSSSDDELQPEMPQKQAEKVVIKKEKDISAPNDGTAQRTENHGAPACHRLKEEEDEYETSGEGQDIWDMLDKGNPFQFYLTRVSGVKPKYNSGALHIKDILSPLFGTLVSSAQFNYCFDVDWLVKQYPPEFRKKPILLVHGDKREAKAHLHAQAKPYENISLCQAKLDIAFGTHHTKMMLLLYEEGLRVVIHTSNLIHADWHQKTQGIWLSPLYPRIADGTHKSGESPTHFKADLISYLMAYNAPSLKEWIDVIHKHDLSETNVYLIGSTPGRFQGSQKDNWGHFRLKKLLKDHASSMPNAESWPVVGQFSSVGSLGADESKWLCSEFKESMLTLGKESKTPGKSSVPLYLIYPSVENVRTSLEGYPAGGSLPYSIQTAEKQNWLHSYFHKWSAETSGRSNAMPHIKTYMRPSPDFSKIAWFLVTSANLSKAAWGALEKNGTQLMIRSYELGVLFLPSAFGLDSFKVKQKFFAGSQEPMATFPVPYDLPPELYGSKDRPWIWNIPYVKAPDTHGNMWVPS
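Tdp1 1 nM final; 15 min RT w/ cpd; substrate 15 nM, 5 min; beads 10 ug/ml, 10 min; AlphaScreen read. Neg ctrl: no enzyme.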
N370S GC mod: inhibits or activates N370S mutant glucocerebrosidase | Potency, µM (doses to about 59.4 µM), inactives show at the top dose activity change, negative = inhibition, hits mostly inhibitors | 330,000 tested, 0.092% active | P04062 | N370S GC spleen homogenate, 4MU-glucoside fluorescence;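 note: 0% = full enzyme activity and -100% = no enzyme basal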
Numbers without * were called inactive; ? = inconclusive; nt = not tested or not shown; & = joins results of further samples; [ ] = another dose, or the depositor's remark. Calls come from the whole dose curve; as a rule, active = well fitted curve in the direction sought with a large enough effect; inconclusive = small, poorly fitted or top-dose-only effect, or another doubt; inactive = no such curve, though single readings can be large; an effect the other way counts as inactive or inconclusive. Unless noted, % is set by controls: 0 for no effect and ±100 for the full control effect; potency is the fitted concentration of half-maximal effect.

Preview (four entries):
Values in the order – FEN1 inhibitor	TDP1 block	N370S GC mod
> O=C(CNc1cccc(C(F)(F)F)c1)N/N=C/c1cccc(Br)c1
    7%	-2%	-1%
> COC(=O)c1ccc(NC(=O)CSc2nc3[nH]ncc3c(=O)[nH]2)cc1
    -4%	0%	-5%
> COc1ccc(/C(C)=N/Nc2ccccc2Cl)c(O)c1
    15%	40µM*	-1%
> O=C(O)CCCn1cc(NC(=O)COc2ccccc2F)cn1
    3%&-2%	12%[0.0935 µM]	-1%

All compounds of this part, repeating the preview:
Values in the order – FEN1 inhibitor	TDP1 block	N370S GC mod
> O=C(CNc1cccc(C(F)(F)F)c1)N/N=C/c1cccc(Br)c1
    7%	-2%	-1%
> COC(=O)c1ccc(NC(=O)CSc2nc3[nH]ncc3c(=O)[nH]2)cc1
    -4%	0%	-5%
> COc1ccc(/C(C)=N/Nc2ccccc2Cl)c(O)c1
    15%	40µM*	-1%
> O=C(O)CCCn1cc(NC(=O)COc2ccccc2F)cn1
    3%&-2%	12%[0.0935 µM]	-1%
> CCOC(=O)C1=C(C)NC2=C(C(=O)CCC2)C1c1cn(Cc2ccc(Cl)cc2Cl)nc1-c1ccccc1 (stereo not drawn)
    -1%	3%	9%
> O=C(NCCCNC(=O)c1cnccn1)c1ccc(Cl)cc1
    -10%	-7%	-4%
> CCOc1ncccc1C(=O)OCC(=O)c1cccc(Br)c1
    2%	5%	8%
> CCOc1ccc(Nc2nc(Cc3nnc(SCC(=O)NCC4CCCO4)n3C)cs2)cc1 (stereo not drawn)
    21%	3%	4%
> O=c1[nH]c(-c2ccc(Cl)cc2)nc(=S)[nH]1
    -11%	nt	-2%
> O=C(Nc1ccc(C2SCCS2)cc1)c1ccccc1
    3%	nt	-2%
> Cc1ccccc1NC(=O)Cc1cn(C)c2ccccc12
    -9%	-5%	3%
> CCn1c(C)c(C(C)=O)c(N2CCCC2)nc1=S
    -2%	7%	-3%
> O=C(Nc1cc(S(=O)(=O)N2CCOCC2)ccc1N1CCCC1)c1cccnc1Cl
    34%[activator]	nt	-13%
> CN(CCc1ccccn1)C(=S)NC(=O)c1ccco1
    -5%	-2%	3%
> CCOC(=O)N1CCc2c(sc3nc4n(c(=O)c23)N=C(c2ccc(OC)cc2)CS4)C1
    15%	5%	8%
> O=C(COC(=O)CCNS(=O)(=O)c1ccccc1)NC(=O)c1ccccc1
    2%	nt	3%
> CCNC(=O)NC(=O)C(C)OC(=O)c1oc2ccc(OC)cc2c1C (stereo not drawn)
    -8%	-1%	nt
> CC1CN(CC(=O)Nc2ccc(S(N)(=O)=O)cc2)CC(C)O1 (stereo not drawn)
    -2%	nt	-10%
> N#CCc1c(C#N)c(N)nc(N2CCCC(O)C2)c1C#N (stereo not drawn)
    13%	5%	1%
> CCC(C)CCN1CCN=C1N(C)C (stereo not drawn)
    17%	-6%	-17%

(cont.)
Values in the order – FEN1 inhibitor	TDP1 block	N370S GC mod
> COC(=O)c1ccccc1NC(=O)c1cnc2c(-c3cccc(C)c3)c(C)nn2c1C
    0%	6%	nt
> O=C(Cc1ccc(Br)cc1)N1CCc2ccccc2C1
    19%	nt	0%
> COCc1c(C(=O)OCC(=O)Nc2ccc(OC(F)F)cc2)oc2ccccc12
    -8%	1%	nt
> O=C(CCS(=O)(=O)c1ccc(Cl)cc1)N1CCN(c2ccc(F)cc2)CC1
    2%	-1%[56.1 µM]	nt
> O=C(N/N=C\c1ccc(Cl)cc1)C1=NOC2COC3(CCN(c4ccc([N+](=O)[O-])cc4)CC3)OCC12 (stereo not drawn)
    16%	-3%	-20%
> CN(Cc1ccccc1)C(=O)COC(=O)c1ccc(Cl)cc1N
    -3%	0%	10%
> CC1(C)CC(=O)c2cc(C(=O)Nc3ccc(Br)cc3)c(=O)[nH]c2C1
    15%	1%	nt
> CC(=O)CSc1nc(N)c(C#N)c(-c2cccs2)c1C#N
    -12%	9%	-16%
> CNS(=O)(=O)c1cn(CC(=O)Nc2cccc(OC)c2)cc1S(=O)(=O)NC
    -15%	-2%	nt
> Cc1cc(C(=O)CSc2nncs2)c(C)n1-c1c(C)n(C)n(-c2ccccc2)c1=O
    -4%	3%	9%[2.35 µM]
> N#Cc1c(NC(=O)CSc2nnnn2C2CCCC2)sc2c1CCCC2
    11%	6%	22%
> COc1cc(C(F)(F)F)nc2ccc(C#CCOC(=O)Nc3ccccc3)cc12
    -4%	nt	12%
> Cc1nn(CC(=O)N2CCC(C)CC2)c(=O)c2cccn12
    7%	3%	0%
> CCOc1ccccc1N1C(=O)CC(Nc2ccc(N3CCOCC3)cc2)C1=O (stereo not drawn)
    -1%	0%	7%
> CS(=O)(=O)N(CC(=O)N1CCN(Cc2ccccc2)CC1)C1CCCCC1
    2%	7%	4%
> CCNC(=S)N1CCN(c2cccc(C(F)(F)F)c2)CC1
    2%	1%	0%
> CCCCCOc1ccc(Cn2c(=O)oc3ccccc32)cc1
    -12%	3%	nt
> O=C(NCc1ccco1)c1cc(-c2ccncc2)nc2ccccc12
    2%	6%	2%
> CC1=NN(c2nc(-c3ccc(Cl)cc3)cs2)C(=O)C1
    ?	5%	0%
> Cn1nc([N+](=O)[O-])nc1S(C)(=O)=O
    -10%	2%	3%

Record cards, as listed above.
Record of Cn1nc([N+](=O)[O-])nc1S(C)(=O)=O : FEN1 inhibitor = -10%; TDP1 block = 2%; N370S GC mod = 3%
Record of COC(=O)c1ccccc1NC(=O)c1cnc2c(-c3cccc(C)c3)c(C)nn2c1C : FEN1 inhibitor = 0%; TDP1 block = 6%; N370S GC mod = nt
Record of CCNC(=S)N1CCN(c2cccc(C(F)(F)F)c2)CC1 : FEN1 inhibitor = 2%; TDP1 block = 1%; N370S GC mod = 0%

Continuation:
Values in the order – FEN1 inhibitor	TDP1 block	N370S GC mod
> C#CCn1cc(/C=N/Nc2nc3ccccc3[nH]2)c2ccccc21
    ?	-2%	8%
> CC(=O)Nc1ccc(S(=O)(=O)N(C)CC(=O)NC2=NCCS2)cc1
    12%	0%	-3%
> COc1ccc(/C(N)=N/OC(=O)Cc2ccc(C)cc2)cc1
    -11%	-11%	8%
> COc1cc(NC(=O)CCNS(=O)(=O)c2cc(Br)cnc2N)cc(OC)c1
    -11%	0%	-15%
> O=C(O)c1ccc2c(c1)C(=O)N(c1ccc([N+](=O)[O-])cn1)C2=O
    8%	nt	-7%
> O=C(NCc1ccccc1)c1noc2c1CCCC2
    -4%	8%	3%
> O=C(COC(=O)c1ccc(F)cc1F)Nc1ncccn1
    ?	?	1%
> COCCCNC(=O)C1CCC(CNS(=O)(=O)c2ccc3c(c2)CC(C)N3C(=O)C2CC2)CC1 (stereo not drawn)
    -2%	2%	-6%
> CN(C)c1ccc(NC(=O)c2cn(-c3ccccc3)nc2-c2cccs2)cc1
    -18%	12%	12%
> CC(C)(CNc1ccc(S(=O)(=O)C(F)(F)F)cc1[N+](=O)[O-])N1CCOCC1
    -2%	6%	0%
> Cc1ccc(-c2cc(C(=O)Oc3ccc(C#N)cc3)no2)cc1C
    -18%	1%	nt
> FC(F)(F)c1cccc(NC(=S)N2CCN(c3cccc(C(F)(F)F)c3)CC2)c1
    1%	-7%	18%
> Cn1ncc([N+](=O)[O-])c1C(=O)Nc1ccc(C2CCCCC2)cc1
    14%	-3%	0%
> CCOC(=O)C1=NN(c2ccccc2)C(=O)/C1=C\c1ccc(N(C)C)cc1
    -1%	11%	-16%
> CCn1c(=O)c(C(=O)Nc2cc(OC)c(OC)c(OC)c2)nc2ccccc21
    -22%	-2%[12.3 µM]	nt
> Cc1ccc(SC[C@H](C)CN2CC[C@H](C(C)(C)C)CCC2=O)cc1
    -16%&-29%	nt	?
> CCC(Oc1ccccc1)C(=O)Nc1ccccc1N1CCCC1 (stereo not drawn)
    -11%	9%	25%
> COc1ccc(NC(=O)NCc2ccc3c(c2)OCO3)cc1OC
    3%	1%[56.1 µM]	0%
> O=C(Cc1cccs1)NCCc1cn2ccccc2n1
    -12%	nt	-4%
> O=C(CSc1ccc(-c2ccccn2)nn1)NC1CCCCC1
    -2%	2%	-1%

Further results follow.
smiles,FEN1 inhibitor,TDP1 block,N370S GC mod
Cc1cc(S(=O)(=O)N2CCCC2)ccc1OCC(=O)N1CCCCC1,-14%,3%,-1%
CC(C)(CCl)C(=O)Nc1ccc(OC(F)(F)F)cc1,11%,4%,7%
CC(C)S(=O)(=O)c1cnc(N2CCOCC2)nc1N,1%,5%,5%
CCc1nnc(NC(=O)OCc2ccccc2)s1,11%,4%,-3%
CC(C)C1NC(=O)[C@H](CCCCN)NC(=O)[C@@H](Cc2c[nH]c3ccccc23)NC(=O)[C@H](Cc2ccc(O)cc2)NC(=O)[C@H](C)N(C)C(=O)[C@H](Cc2ccccc2)NC1=O (stereo partly drawn),nt,12%[56.1 µM],-6%
Cc1cc(C)c2c(N)c(C(=O)NN3CC(=O)N(c4ccccc4)CC3=O)sc2n1,6%,-7%,5%
Cc1ccc(S(=O)(=O)N2C[C@@H]3[C@H]4CC[C@H](C4)[C@@H]3[C@@H](C)C2CC(=O)c2ccccc2)cc1 (stereo partly drawn),2%,0%[56.1 µM],nt
Cc1cccc(C(=O)NC(=S)Nc2ccc(S(=O)(=O)N3CCN(C)CC3)cc2)c1,5%,8%,-17%
O=C(N/N=C1/CC2C=CCC12)c1ccc(Br)o1 (stereo not drawn),0%,0%,21%
CCc1ccc(C(=O)c2cn(CC(=O)Nc3ccc4c(c3)OCO4)c3ccc(F)cc3c2=O)cc1,15%,4%,nt
Cc1nn(CC(=O)N(C)C2CCC(C)CC2)c(C)c1S(=O)(=O)N(C)C (stereo not drawn),1%,0%,nt
Cc1ccc(NC(=S)NC(NC(=O)C(C)(C)C)C(Cl)(Cl)Cl)c(C)c1 (stereo not drawn),-10%,2%,6%

Going on with the list.
smiles,FEN1 inhibitor,TDP1 block,N370S GC mod
CCOc1ccccc1C(=O)NCC(=O)NCc1ccc(S(=O)(=O)N2CCOCC2)cc1,-1%,1%,nt
C=C(C)C1CC=C(C)/C(=N/NC(=O)CNc2ccc(OCC)cc2)C1 (stereo not drawn),-6%,10%,-18%
CC(=O)Nc1ccc(NC(=O)CSc2ccc(-c3cccs3)nn2)cc1,-7%,9%,6%
CCc1sc(C(=O)Nc2cc(Cl)ccc2N2CCCCC2)cc1C,-3%,3%,17%
CC(=O)Nc1ccc(NC(=O)COC(=O)C2c3ccccc3Oc3ccccc32)cc1,-2%,5%,8%
Cc1cn(-c2cccnc2)c(C)c1CNC[C@H]1O[C@@H](n2cnc3c(N)ncnc32)[C@H](O)[C@@H]1O,13%,3%,nt
CCCCNC(=O)CSc1nnc(C)c2c(C)n(-c3ccccc3)nc12,17%,6%,nt
COc1ccc(C)cc1S(=O)(=O)N(C)CC(=O)NCc1ccncc1,1%,nt,0%
C[N+](C)(C)CCCN1C(=O)CCCC1=O,-10%,4%,14%
O=C(c1ccccc1)c1cnc(-c2ccccc2)s1,4%,-3%,9%
COc1ccc(N2C(=O)c3ccccc3NC2(C)C)cc1,16%,0%,13%
C=CCSc1nnc(NC(=O)CSCc2c(C)noc2C)s1,19%,2%,nt

Additional compounds follow.
smiles,FEN1 inhibitor,TDP1 block,N370S GC mod
Cn1cc2ccc(N)cc2n1,-2%,6%,-15%
Cc1cccc(-c2nc(SCC(=O)N3CCc4ccccc43)c3c(=O)n(C)c(=O)n(C)c3n2)c1,8%,-3%,nt
CNC(=S)Nc1ccc2nc(C)c(C)nc2c1,5%,-2%,-2%
N#CC1(NC(=O)COc2cccnc2[N+](=O)[O-])CCCCC1,2%,0%,nt
CCN(CC(=O)Nc1ccc(OC)c(OC)c1)S(=O)(=O)c1ccc(C)cc1,-3%,0%,-2%
O=C(CN1CCN(c2ccccn2)CC1)NC(=O)NC1CCCCC1,10%,2%,5%
O=c1n(Cc2ccccc2)nc2n1-c1ccccc1OC2,0%,-2%,nt
O=S(=O)(c1ccc(F)cc1)N1CCC(N2CCCCCC2)CC1,-3%,-1%,-3%
CC(Sc1cccc[n+]1[O-])c1ccccc1 (stereo not drawn),4%,2%,-3%
CCOc1ccc(NC(=O)N2CC(C)OC(C)C2)cc1 (stereo not drawn),10%,nt,-1%
CCc1cccc(CC)c1NC(=S)N(CCN(C)C)C(C)c1cccnc1 (stereo not drawn),1%,3%,-5%
Cc1cccc2cc(-c3nc(-c4cccs4)no3)c(=O)oc12,-9%,3%,nt
O=C(CC1CCCC1)Nc1nc2ccccc2[nH]1,7%,2%,14%
